Screening results from PubChem.
TMEM16A act: activators or potentiators of mouse TMEM16A chloride channel. Q8BHY3. HEK293 TMEM16A/YFP-H148Q/I152L, iodide quench fluorescence; hits give low values. B-score at 10 µM. 340,000 tested, 0.3% active. AID 623877;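 active = fluorescence-ratio B-score plate-corrected deviation score at least 3 library SD below zero, with starting fluorescence score within 5 deviations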;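 note: channel opened by trigger with iodide after compound preincubation; score built on the fluorescence ratio of max minus min over baseline; more negative score means more quench and so TMEM16A activation or potentiation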
MrgX1 antag: antagonists of human MrgX1 receptor. MRGX1-HEK293 calcium flux, Fluo-4, BAM8-22 antagonism; hits give low values. B-score at 10 µM. Q96LB2. 310,000 tested, 1.3% active. AID 588676;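 active = calcium-response B-score plate-corrected more than 3 library SD below zero, starting fluorescence within 5 deviations, no agonist response on first addition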;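 note: peak minus trough fluorescence over baseline after final BAM8-22 challenge near maximal dose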
Target sequence (Q96LB2 whole entry, looked up): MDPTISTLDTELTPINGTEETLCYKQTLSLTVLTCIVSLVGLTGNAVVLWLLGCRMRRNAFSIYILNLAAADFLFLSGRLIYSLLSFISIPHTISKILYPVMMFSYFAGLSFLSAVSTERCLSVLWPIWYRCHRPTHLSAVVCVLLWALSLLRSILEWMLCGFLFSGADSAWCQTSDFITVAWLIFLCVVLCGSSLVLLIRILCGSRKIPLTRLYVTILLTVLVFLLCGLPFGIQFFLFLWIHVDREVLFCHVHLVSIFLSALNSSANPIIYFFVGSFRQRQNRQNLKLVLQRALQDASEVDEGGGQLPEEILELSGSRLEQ
RGS4 pot: potentiators or activators of RGS4. HEK293 M3R/inducible RGS4, carbachol calcium flux Fluo4; hits give low values. 310,000 tested, 0.92% active. B-score at 10 µM. AID 463111;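 active = B-score of the integrated calcium signal more than 4 SD below the library mean, with starting fluorescence not abnormally high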;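 note: negative B-score means reduced calcium response which marks RGS4 activation or potentiation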
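Reagent: ECmax carbachol challenge; Test system: M3R-expressing HEK293 line, RGS4 induced by doxycycline; Schedule: overnight RGS4 induction, 30 min dye load 37 °C, 20 min compound RT; Detection: calcium dye Fluo4 fluorescence; Read-out: Agonist-evoked peak-minus-minimum fluorescence over baseline, integrated ratio, B score.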
SKKanGAS inh: blocks kanamycin growth of S. pyogenes SKKanGAS strain; BacTiter-Glo, 6 h; inhibition, % at 7.5 µM; 300,000 tested, 1.3% active; AID 1662;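 active = mean replicate score, as percent of positive control median, at least 50; inconclusive = mean below 50 but one replicate at or above 50; inactive = mean and every replicate below 50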;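 note: strain carries kanamycin resistance gene driven by streptokinase promoter and grows in 40 µg/ml kanamycin; loss of luminescence reflects streptokinase promoter inhibition or plain growth inhibition; 0% = median of DMSO wells and 100% = positive control at its reference dose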
TRPC6 inhibitor: blocks the mouse TRPC6 cation channel; HEK293-TRPC6, membrane potential dye, ACh-evoked depolarization; hits give low values; 310,000 tested, 1.1% active; B-score at 10 µM;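 active = B-score under library mean minus 3 SD, initial fluorescence not abnormally high, positive integrated signal ratio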;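 note: B-score derived from integrated fluorescence ratio over the kinetic read; more negative B-score means stronger inhibition of depolarization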
MrgX1 ag: human MrgX1 receptor agonism, primary screen | Q96LB2 | MrgX1-HEK293 cells, Fluo-4 calcium fluorescence, agonist mode; hits give high values | B-score at 10 µM | 310,000 tested, 0.44% active | AID 588627;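 active = calcium response B-score plate-corrected fluorescence ratio at least 3 library SD, with starting fluorescence B-score inside 5 SD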
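Material: MrgX1-expressing HEK293 cells / Dosing: compound as first of three additions / Incubation: overnight seeding, then 1 h dark dye loading / Signal: Fluo-4 NW calcium fluorescence / Evaluation: B-scored fluorescence response ratio / Benchmarks: positive and negative control wells on each plate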
TRPC6 activator: mouse TRPC6 channel activation. HEK293-TRPC6 membrane potential dye fluorescence; hits give high values. B-score at 10 µM. 310,000 tested, 0.13% active;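 active = B-score of the integrated fluorescence ratio above library mean plus 3 SD, and starting fluorescence ratio within library mean plus 5 SD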;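 note: higher score means more depolarization so channel activation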
TMEM16A inh: blocks the mouse calcium-activated chloride channel TMEM16A. Q8BHY3. HEK293 TMEM16A/YFP iodide influx fluorescence, ionomycin. normalized B-score (activity score, 25-100; higher = stronger inhibition) at 10 µM. 310,000 tested, 1.2% active;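 active = ratio plate-corrected score three or more library SD toward inhibition, starting fluorescence score within five deviations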;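 note: score derived from kinetic fluorescence span divided by baseline fluorescence per well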
RGS4 block: human RGS4 inhibition; 310,000 tested, 0.45% active; B-score at 10 µM; HEK293 M3R/RGS4 inducible, Fluo-4 calcium flux; hits give high values; triggered by carbachol at its EC20; P49798;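 active = B-score, a plate-corrected calcium signal, over three deviations above library mean, with baseline fluorescence within five deviations of library mean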;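 note: RGS4 expression induced by doxycycline in cells with stable M3 receptor; B-score is computed from the integrated fluorescence ratio over baseline after carbachol; higher B-score means a larger calcium signal and so more RGS4 inhibition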
Target sequence (P49798 whole entry, looked up): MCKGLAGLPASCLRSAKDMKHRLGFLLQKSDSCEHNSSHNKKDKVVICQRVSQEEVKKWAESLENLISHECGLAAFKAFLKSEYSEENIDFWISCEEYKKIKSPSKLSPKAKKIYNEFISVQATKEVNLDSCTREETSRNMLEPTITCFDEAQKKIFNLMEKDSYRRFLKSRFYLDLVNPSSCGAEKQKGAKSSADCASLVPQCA
MrgX1 allo act: human MrgX1 positive allosteric modulation, primary screen. Q96LB2. MrgX1-HEK293, Fluo-4 calcium flux, FDSS; hits give high values. B-score at 10 µM. 310,000 tested, 0.63% active;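 active = plate-corrected calcium response at least 3 library SD above typical, normal starting fluorescence, not activating the receptor alone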;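 note: compound read alongside a low EC10 to EC30 dose of BAM8-22 agonist; peak minus trough fluorescence over baseline measured at the second addition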
HDAC3 inhib: blocks human histone deacetylase 3. O15379. recombinant HDAC3, fluorogenic peptide/trypsin coupled, fluorescence. inhibition, % at 8.3 µM. 320,000 tested, 0.15% active. AID 2718; in the data active = inhibition above about 26%, passing the limit was not always enough; inconclusive = no clear call, values can overlap the other calls
Target sequence (O15379 whole entry, looked up): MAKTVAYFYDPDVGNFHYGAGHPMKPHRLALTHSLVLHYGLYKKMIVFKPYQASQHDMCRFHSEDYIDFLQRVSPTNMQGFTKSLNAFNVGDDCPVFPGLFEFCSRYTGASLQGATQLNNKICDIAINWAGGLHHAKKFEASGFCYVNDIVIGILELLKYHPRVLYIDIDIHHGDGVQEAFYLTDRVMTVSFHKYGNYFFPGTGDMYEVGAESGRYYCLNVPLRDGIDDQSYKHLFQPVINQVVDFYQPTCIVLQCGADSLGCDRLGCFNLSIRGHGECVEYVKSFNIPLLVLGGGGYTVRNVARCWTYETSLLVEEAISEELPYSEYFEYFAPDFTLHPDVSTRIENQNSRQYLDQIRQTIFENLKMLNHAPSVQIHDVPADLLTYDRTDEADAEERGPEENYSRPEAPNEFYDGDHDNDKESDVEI
* = called active by the depositor; i = inactive; ? = inconclusive; . = not tested or not shown.

SMILES | TMEM16A act | MrgX1 antag | RGS4 pot | SKKanGAS inh | TRPC6 inhibitor | MrgX1 ag | TRPC6 activator | TMEM16A inh | RGS4 block | MrgX1 allo act | HDAC3 inhib
CC(=O)N1[C@H](C)C=C[C@]1(Cc1ccccc1)C(=O)NCCc1c[nH]c2ccccc12 | i | i | i | 0 | i | i | i | i | i | i | 0
COc1ccc(C(=O)O/N=C(\N)c2ccccc2)cc1 | i | i | i | -3 | i | i | i | i | i | i | 1
O=C(Nc1sc2c(c1-c1nc3ccccc3[nH]1)CCCC2)C1CC1 | i | i | i | 15 | i | i | i | i | i | i | -3
CCOC(=O)c1ccc(NC(=O)C(C)Sc2nc(O)c(-c3ccccc3)c(=O)[nH]2)cc1 (stereo not drawn) | i | i | i | 1 | i | i | i | i | i | i | -6
NC(=O)c1cccc2ccccc12 | i | i | i | -12 | i | i | i | i | i | i | -3
Cc1ccc(CNC(=O)CN(c2ccc(Cl)cc2)S(C)(=O)=O)cc1 | i | i | i | 0 | i | i | i | i | i | i | 1
COc1ccccc1-c1nc(SC)n[nH]1 | i | i | i | -2 | i | i | i | i | i | i | 0
CCN(CC)c1ccc(-c2nn3c(-c4n[nH]c5c4CCC5)nnc3s2)cc1 | i | -12* | -7.2* | 85* | i | i | i | i | i | i | -7
NC(=O)COC(=O)c1c2c(nc3ccccc13)CCC2 | i | i | i | 2 | i | i | i | i | i | i | 1
O=c1c2c([N+](=O)[O-])cc([N+](=O)[O-])cc2nc2ccccn12 | i | i | i | 7 | i | i | i | i | i | i | -2
Cc1nn(C(C)C(=O)c2cccc(Cl)c2)c(C)c1[N+](=O)[O-] (stereo not drawn) | i | i | i | 8 | i | i | i | i | i | i | 6
CCCCN(C)C(=O)C1CCCN(S(=O)(=O)c2ccc3c(c2)CC(C)N3C(=O)C2CC2)C1 (stereo not drawn) | i | i | i | -13 | i | i | i | i | i | i | 7
N#C/C(=C\c1ccco1)C(=O)Nc1ccc(S(N)(=O)=O)cc1 | i | i | i | -6 | i | i | i | i | i | i | 14
CNc1ccccc1C(=O)OCC(=O)N(CCOC)c1c(N)n(CC(C)C)c(=O)[nH]c1=O | i | i | i | -4 | i | i | i | i | i | i | -29
O=C1NC(c2ccccc2)=NC1(Nc1ccccn1)C(F)(F)F (stereo not drawn) | i | i | i | 2 | i | i | i | i | i | i | 2
CCC(C(=O)NCCCN1CCN(CCCNC(=O)C(CC)c2ccccc2)CC1)c1ccccc1 (stereo not drawn) | i | i | i | -2 | i | i | i | i | i | i | 6
O=C(Nc1nc2ccccc2c(=O)[nH]1)c1ccccc1SCc1ccccc1 | i | i | i | 12 | i | i | i | i | i | i | 5
COc1ccc(S(=O)(=O)N2CCN(CC(=O)NC3CC3)CC2)cc1 | i | i | i | 2 | i | i | i | i | i | i | -1
Cc1oncc1-c1csc(-c2ccccc2)n1 | i | i | i | 5 | i | i | i | 100* | i | i | 0
CCOC(=O)C1=C(C)NC2=C(C(=O)c3ccccc32)C1c1ccc([N+](=O)[O-])o1 (stereo not drawn) | i | i | i | 57* | i | i | i | i | i | i | 4
NC(=O)NC(=O)COC(=O)c1ccc(Cl)c(S(=O)(=O)N(Cc2ccccc2)c2ccc(Cl)cc2)c1 | i | i | i | 26 | i | i | i | i | i | i | 17
Cc1ccc(NC(=O)NCc2ccncc2)cc1Cl | i | i | i | -5 | i | i | i | i | i | i | 2
Cc1ccc(C)c(N2CCN(C(=O)c3ccc(CS(=O)(=O)c4ccccc4C)o3)CC2)c1 | i | i | -8.8* | -10 | -8.8* | i | i | i | i | i | -2
Cc1ccc(OC(C)C(=O)N2CCCc3ccccc32)cc1 (stereo not drawn) | i | i | i | -6 | i | i | i | i | i | i | 3
CCC1=C(OC(=O)N(CC)CC)N2C(=O)OC(=NCC(=O)OC)[C@]2(C)[C@H]2C1=CC[C@H]1C(=O)NC(=O)[C@H]12 | i | i | i | -1 | i | i | i | i | i | i | -3
CC1=NNC(=O)C1CCC(=O)N/N=C/c1ccco1 (stereo not drawn) | i | i | i | 0 | i | i | i | i | i | i | -1
O=C(NCc1ccco1)c1cc(S(=O)(=O)N2CCCc3ccccc32)ccc1Cl | i | i | i | 11 | i | i | i | i | i | i | 0
Cc1ccc(OCc2ccc(C(=O)NCc3cccnc3)cc2)cc1C | i | i | i | -13 | i | i | i | i | i | i | 0
COCc1nnc(NC(=O)c2ccc(S(=O)(=O)N3CCOCC3)cc2)o1 | i | i | i | 9 | i | i | i | i | i | i | -10
CCC(NS(=O)(=O)c1ccc(OC)cc1)C(=O)NCCC1=CCCCC1 (stereo not drawn) | i | i | i | 3 | i | i | i | i | i | i | 0

Looked up one by one from above, 4 records:
SMILES | TMEM16A act | MrgX1 antag | RGS4 pot | SKKanGAS inh | TRPC6 inhibitor | MrgX1 ag | TRPC6 activator | TMEM16A inh | RGS4 block | MrgX1 allo act | HDAC3 inhib
O=C(NCc1ccco1)c1cc(S(=O)(=O)N2CCCc3ccccc32)ccc1Cl | i | i | i | 11 | i | i | i | i | i | i | 0
COCc1nnc(NC(=O)c2ccc(S(=O)(=O)N3CCOCC3)cc2)o1 | i | i | i | 9 | i | i | i | i | i | i | -10
Cc1oncc1-c1csc(-c2ccccc2)n1 | i | i | i | 5 | i | i | i | 100* | i | i | 0
Cc1ccc(C)c(N2CCN(C(=O)c3ccc(CS(=O)(=O)c4ccccc4C)o3)CC2)c1 | i | i | -8.8* | -10 | -8.8* | i | i | i | i | i | -2

The listing continues:
SMILES | TMEM16A act | MrgX1 antag | RGS4 pot | SKKanGAS inh | TRPC6 inhibitor | MrgX1 ag | TRPC6 activator | TMEM16A inh | RGS4 block | MrgX1 allo act | HDAC3 inhib
O=C1NC2=C(C(=O)CCC2)C(c2ccc3ncccc3c2)N1 (stereo not drawn) | i | i | i | 1 | i | i | i | i | i | i | 3
Cc1ccc(CNC(=O)/C=C/c2ccccc2Cl)cc1 | i | i | i | 11 | i | i | i | i | i | i | -7
Cc1ccc(S(=O)(=O)NC(C)C(=O)Nc2ccccc2C(=O)N2CCCC2)cc1 (stereo not drawn) | i | i | i | -5 | i | i | i | i | i | i | -4
Cc1nn(C)cc1CNCc1ccc(OCC(O)CN(C)Cc2ccccc2)cc1 (stereo not drawn) | i | i | i | 7 | i | i | i | i | i | i | -1
O=C1Cc2cc(NS(=O)(=O)c3cc(F)ccc3F)cc3c2N1CCC3 | i | i | i | 0 | i | i | i | i | i | i | ?
COC(=O)c1ccccc1NC(=S)NC(C)=O | i | i | i | 0 | i | i | i | i | i | i | 0
CCCCNC(=S)NNC(=O)c1csc(C)c1 | i | i | i | -11 | i | i | i | i | i | i | -1
COC(=O)CCc1c(C)c(C(=O)c2cccc(OC)c2OC)c2ccccn12 | i | i | i | -1 | i | i | i | i | i | i | 4
C=CCOc1ccc2cccc(/C=N/NC(=O)c3cc4cc([N+](=O)[O-])ccc4s3)c2c1 | i | i | i | -9 | i | i | i | i | i | i | -6
O=S(=O)(NCCc1cn2ccccc2n1)c1ccc2c(c1)OCCO2 | i | i | i | -4 | i | i | i | i | i | i | .
S=c1[nH]nc(Cc2noc3ccccc23)n1-c1ccc(Cl)cc1 | i | i | i | -4 | i | i | i | i | i | i | -3
CCOC(=O)C(=CNNc1ccccc1)C(=O)OCC | i | i | i | -2 | i | i | i | i | i | i | -9
COc1ccc2sc(N(CCN(C)C)C(=O)/C=C/c3cccs3)nc2c1 | i | i | i | 15 | i | i | i | i | i | i | .
CC(c1ccon1)N(C)Cc1cn(C)nc1-c1cccc(Cl)c1 (stereo not drawn) | i | i | i | 0 | i | i | i | i | i | i | -2
Cc1ccc(C(=O)N2CCN(S(=O)(=O)c3ccccc3[N+](=O)[O-])C2)cc1 | i | i | i | -16 | i | i | i | i | i | i | 3
CCC(C)(C)n1nnnc1C(c1ccccn1)N1CCOCC1 (stereo not drawn) | i | i | i | 4 | i | i | i | i | i | i | ?
COCc1nnc(NC(=O)C(C)C)s1 | i | i | i | 1 | i | i | i | i | i | i | 0
O=Cc1cn(CC(O)CN2CCCCC2)c2ccccc12 (stereo not drawn) | i | i | i | -1 | i | i | i | i | i | i | -5
O=c1c2nnn(-c3cccc(F)c3)c2ncn1Cc1ccccn1 | i | i | i | 5 | i | i | i | i | i | i | 0
COc1ccc(-c2[nH]ncc2CN2CCSCC2)c(OC)c1 | i | i | i | -1 | i | i | i | i | i | i | -2
Cc1sc2nc(CN3CCCC3)nc(N3CCN(C(=O)c4ccco4)CC3)c2c1C | i | i | i | 8 | i | i | i | i | i | i | -1
Cc1cc2nccc(-c3cccnc3)n2n1 | i | i | i | -1 | i | i | i | i | i | i | 5
COc1ccc(N(C(C)=O)S(=O)(=O)c2cc(OC)ccc2OC)cc1 | i | i | i | 1 | i | i | i | i | i | i | -8
COc1ccc(NC(=O)CCCn2nc(C)c3c(C)n(-c4ccccc4)nc3c2=O)cc1 | i | i | i | 3 | i | i | i | i | i | i | -2
CCOC(=O)c1c(NC(=O)c2ccc(C)cc2)sc2c1CC(C)(C)OC2 | i | i | i | -24 | i | i | i | 25* | i | i | 2
Cc1ccc(C)c(/C=N/Nc2ccccn2)c1 | i | i | i | -5 | i | i | i | i | i | i | 0
CCN1C(=O)C(CC(=O)Nc2ccc(OC)cc2)N(Cc2ccco2)C1=S (stereo not drawn) | i | i | i | 3 | i | i | i | i | i | i | 11
CCOC(=O)c1c(C)[nH]c(C)c1S(=O)(=O)NCc1cc(C)ccc1C | i | i | i | -3 | i | i | i | i | i | i | 7
Cc1cc(C)n(CC(=O)c2cccc(N)c2)n1 | i | i | i | 4 | i | i | i | i | i | i | 0
CN(c1ccccc1)S(=O)(=O)c1cccc(C(=O)NNC(=O)c2ccncc2)c1 | i | i | i | 9 | i | i | i | i | i | i | 1
CC(C)Sc1nnc(CNC(=O)C23CC4CC(CC(C4)C2)C3)n1C1CCCCC1 | i | i | i | -7 | i | i | i | i | i | i | 4
Cn1cc([N+](=O)[O-])c(C(=O)Nc2ccc3c(c2)OCCO3)n1 | i | i | i | 8 | i | i | i | i | i | i | 3
CCCOc1ccc(-c2nnn(CC(=O)N3CCC(C)CC3)n2)cc1 | i | i | i | -2 | i | i | i | i | i | i | 3
